Wnt act: activators of Wnt/beta-catenin signaling; Wnt/beta-catenin reporter cell assay, activator, plate reader; activation, % at 9.35 µM; 300,000 tested, 1.2% active; AID 743398; in the data active means activation above about 30%, passing the limit was not always enough;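 further: 0% = neutral control wells and 100% = positive control wells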
SR-BI HDL uptake: inhibitors of mouse SR-BI mediated HDL lipid uptake | Q61009 | AID 488896 | 320,000 tested, 0.96% active | inhibition, % at 12.5 µM | ldlA[mSR-BI] CHO cells, DiI-HDL uptake fluorescence, 3 h;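 active means mean replicate inhibition of at least 70% and a set share of replicates each scoring 70 or more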;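 further: 0% = median of neutral control wells and 100% = median of positive control wells; values of inactives mirror those of a sister screen read the other way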
Rtt109 HAT inh: inhibitors of Candida albicans Rtt109/Vps75 histone acetyltransferase; Q5AAJ8; purified Rtt109/Vps75, ThioGlo CoA-SH fluorescence, 4 h; inhibition, % at 34.9 µM; 330,000 tested, 0.16% active;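 active means inhibition of at least 50% in every replicate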
PvdQ acylase: blocks Pseudomonas aeruginosa PvdQ acylase activity; AID 488965; 340,000 tested, 0.063% active; inhibition, % at 10 µM; purified PvdQ acylase, fluorescence plate reader; in the data active means inhibition above about 30%, passing the limit was not always enough;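 further: 0% = vehicle neutral wells and 100% = reference inhibitor wells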
CDK5 inh: inhibitors of human CDK5/p35 kinase; Recombinant CDK5/p35, ADP-Glo luminescence, 60 min; AID 488839; inhibition, % at 10 µM; 330,000 tested, 0.01% active; Q00535+Q15078;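 active means highest replicate inhibition of at least 50% and at least 75% of replicates reaching 50%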;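 further: plate controls were DMSO neutral control for no effect and GW8510 at 10 µM for full effect; many of its hits are not listed in these tables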
Target sequence (Q00535 whole entry, looked up): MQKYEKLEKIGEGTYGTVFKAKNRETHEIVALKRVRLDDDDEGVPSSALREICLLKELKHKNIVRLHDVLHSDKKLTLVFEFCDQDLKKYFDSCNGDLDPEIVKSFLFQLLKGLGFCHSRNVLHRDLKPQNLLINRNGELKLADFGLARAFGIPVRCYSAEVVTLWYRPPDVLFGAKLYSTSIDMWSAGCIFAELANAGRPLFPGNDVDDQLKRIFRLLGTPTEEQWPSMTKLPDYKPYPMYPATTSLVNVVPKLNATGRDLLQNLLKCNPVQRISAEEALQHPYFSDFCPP
Target sequence (Q15078 whole entry, looked up): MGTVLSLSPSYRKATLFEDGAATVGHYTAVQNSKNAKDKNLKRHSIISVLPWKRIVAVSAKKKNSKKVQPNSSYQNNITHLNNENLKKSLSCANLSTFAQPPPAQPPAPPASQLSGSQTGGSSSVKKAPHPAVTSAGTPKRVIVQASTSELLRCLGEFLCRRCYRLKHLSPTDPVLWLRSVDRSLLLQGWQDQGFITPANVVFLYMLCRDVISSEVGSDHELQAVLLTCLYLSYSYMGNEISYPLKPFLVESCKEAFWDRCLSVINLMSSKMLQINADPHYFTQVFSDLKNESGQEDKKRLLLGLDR
HTR5A ag: HTR5A agonism, opioid heterodimer counter-screen | P47898 | HTR5A agonist assay, luminescence, cell-based | activation, % at 9.3 µM | 340,000 tested, 0.61% active | AID 504692; in the data active means activation mostly above about 9.5%, no sharp cut-off; inactive means mostly below about 7.6%;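 further: 0% = cells with vehicle only and 100% = reference agonist; strong numbers were not always called active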
cardiac RTF act: increases calcium sensitivity of human cardiac regulated thin filaments. activation, % at 7.2 µM. AID 493008. IANBD-labeled TnC RTF fluorescence at EC20 calcium; 0% EC20 calcium, 100% full calcium. 340,000 tested, 0.24% active;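 active means activation above the mean over all tested compounds plus 3 SD, cut at about 30% in these data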;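 further: rise in fluorescence read as greater calcium sensitivity of cardiac thin filaments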
SR-BI DiI-HDL act: enhances SR-BI lipid uptake from DiI-HDL; CHO ldlA[mSR-BI] cells, DiI-HDL uptake fluorescence, 3 h; 100 = double the neutral-control signal; AID 504775; 320,000 tested, 0.096% active; activation, % at 12.5 µM;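 active means mean replicate activation of at least 60% and every replicate at or above 60%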;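 further: 0% = median plate neutral-control signal and 100% = twice that signal; values of inactives mirror those of a sister screen read the other way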
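Material: SR-BI-overexpressing, LDLR-lacking CHO cells | Dosing: Single compound concentration, delivered by pin transfer | Probe or stimulus: Labelled HDL, 10 µg/mL | Signal: Bottom-read cell fluorescence after medium removal, ex 550/em 595 nm | Schedule: 3 h, 37 °C | Evaluation: HDL uptake via cellular fluorescence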
dFosB activator: mouse delta FosB homodimer activation. activation, % at 25 µM. P13346. purified delta FosB, TAMRA-CDK5 oligo fluorescence polarization; percent of positive-control signal above neutral wells. 340,000 tested, 0.99% active;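 active means mean activation above about 17%, with every replicate also reaching it, limit read from the data, passing the limit was not always enough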;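 further: fluorescence polarization rise as delta FosB binds a TAMRA Cdk5 AP-1 oligo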
Target sequence (P13346 whole entry, looked up): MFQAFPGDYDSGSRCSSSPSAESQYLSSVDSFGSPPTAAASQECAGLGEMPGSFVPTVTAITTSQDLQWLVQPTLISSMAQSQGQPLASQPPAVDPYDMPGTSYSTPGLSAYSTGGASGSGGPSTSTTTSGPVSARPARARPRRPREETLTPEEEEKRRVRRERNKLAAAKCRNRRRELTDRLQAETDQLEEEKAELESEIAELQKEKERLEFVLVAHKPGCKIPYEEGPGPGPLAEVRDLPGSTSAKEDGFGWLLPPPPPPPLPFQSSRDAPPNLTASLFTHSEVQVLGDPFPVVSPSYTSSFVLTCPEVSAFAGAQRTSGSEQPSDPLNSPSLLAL
MITF TRPM1 HTS: increases MITF-driven TRPM1 promoter luciferase signal. SK-MEL-5 TRPM1-promoter luciferase, 24 h; % of positive control, neutral wells = 0. activation, % at 12.5 µM. 300,000 tested, 0.75% active;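 active means mean activation of at least 80% with every replicate also reaching 80%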;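 further: 0% = neutral control wells and 100% = parthenolide positive control wells; values of inactives mirror those of a sister screen read the other way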
* marks the source's active call; other numbers are inactive results; · = not tested or not shown.

SMILES	Wnt act	SR-BI HDL uptake	Rtt109 HAT inh	PvdQ acylase	CDK5 inh	HTR5A ag	cardiac RTF act	SR-BI DiI-HDL act	dFosB activator	MITF TRPM1 HTS
COc1cc(-c2nnc(SC/C=C/c3ccccc3)n2N)cc(OC)c1OC	0	36	5	-11	-0.3	-1	-3	-36	-17	1
COc1ccc(Cl)cc1NC(=O)CCNC(=O)Cn1ccc2ccccc2c1=O	·	16	-3	-18	-1.2	2	-7	-16	5	1
CSCCC(Nc1ccc(S(=O)(=O)N2CCOCC2)cc1[N+](=O)[O-])C(=O)OCC(=O)N(C(C)C)C(C)C (stereo not given)	0	-17	15	-9	-1.0	-5	-2	17	-15	2
O=C(NC1CCCCC1)NC1C2CC3CC(C2)CC1C3 (stereo not given)	4	-13	2	-17	-1.8	-2	1	·	-2	12
Clc1ccc(OCc2cn3cccnc3n2)c2ncccc12	·	·	-3	-2	-0.9	7	-5	·	-17	35
O=C(OCC(=O)N1CCN(C(=O)COC(=O)c2ccccc2NCCO)CC1)c1ccccc1NCCO	1	66	-66	-33	0.0	-1	5	-66	-9	12
CC(C)(C)NC(=O)CSc1nc(-c2ccccc2)cc(=O)[nH]1	0	-24	-9	0	-1.2	-3	-9	24	-5	-5
O=C(CSc1ccccn1)C12CC3CC(CC(C3)C1)C2	-13	3	-4	-10	-0.3	1	0	-3	-4	6
Cc1cc(CNC(=O)CCc2nnc(CCCCc3ccccc3)o2)nn1C	-4	10	-4	4	0.3	2	3	-10	-6	-10
CC(C)(C)C1CCc2c(sc(N)c2C(N)=O)C1 (stereo not given)	·	4	12	-6	0.2	3	-5	-4	-9	-1
CC1(C)CC(=O)C2=C(C1)NC(=O)CC2c1cccc(F)c1 (stereo not given)	-3	0	-10	-17	0.2	-3	7	0	6	·
CC(=O)OC[C@H]1O[C@@H](Sc2cccc3cccnc23)[C@H](OC(C)=O)[C@@H](OC(C)=O)[C@@H]1OC(C)=O	·	0	5	10	1.6	-1	1	0	-7	1
CC(=O)C(C(c1ccccc1)N1CCOCC1)N1CCOCC1 (stereo not given)	-5	-14	-11	-17	-0.4	0	-2	14	8	18
Cc1ccc(/C=C2\CCC3=C2OC(N)=C(C#N)C3c2ccc(C)cc2)cc1 (stereo not given)	·	44	-1	-5	1.0	3	84*	-44	-3	-17
CCOc1ccc(-n2nnc3c(=O)n(C/C=C/c4ccccc4)cnc32)cc1	-11	-17	3	-10	-1.2	-1	-5	17	8	·
O=C(O)c1ccccc1C(=O)c1cccs1	·	-9	6	-1	-0.7	2	0	9	8	4
Cc1ccc(S(=O)(=O)NCC(=O)N/N=C/c2ccc(Cl)cc2Cl)cc1	-2	14	14	-10	0.3	-2	1	-14	-6	9
CC(C)COc1ccc(C(=O)NC(=S)Nc2ccc(CN3CCOCC3)cc2)cc1	-6	23	-16	-3	0.8	3	1	-23	-2	-8
CCn1c(C)c(C(C)=O)c(N2CCN(c3ccccn3)CC2)nc1=S	-1	-30	3	8	2.7	4	1	30	-7	-2
O=[N+]([O-])c1ccc(Nc2nc(N/N=C/c3cccc(F)c3)nc(N3CCCC3)n2)cc1	-1	34	-2	5	0.5	4	-2	-34	120*	-2
O=C(CSc1nc2ccccc2c(=O)n1-c1ccc(F)cc1)NC1CC1	1	10	1	-16	-1.2	2	4	-10	-1	-10
Cn1cnc([N+](=O)[O-])c1Sc1ccccc1	-4	-19	2	-1	-0.1	-4	2	19	-6	·
COc1cc(/C=C2\SC(=S)N(NC(=O)c3ccc(O)cc3)C2=O)ccc1O	2	15	5	-3	2.1	-6	12	-15	28*	17
Cn1c(C(=O)N2CCC(C(N)=O)CC2)cc2cc(Cl)ccc21	-1	-37	6	1	2.0	1	7	37	1	-5
COc1ccc(Br)cc1C1N2CC3(C)CN1CC(C)(C2)C3=O (stereo not given)	-5	-4	0	-8	0.9	-2	-5	4	1	4
CCOC(=O)c1c(C)[nH]c(C(=O)CN2CC(C)OC(C)C2)c1C (stereo not given)	·	17	1	7	0.9	-5	5	-17	-15	-8
Cc1cc(NC(=O)CSc2nc(C(C)C)nc3sc4c(c23)CCCC4)no1	-10	-20	-7	-10	-4.2	8	7	20	-4	-11
c1ccc(-c2cnnc(N3CCCCC3)n2)cc1	20	8	-1	-6	-1.1	1	0	-8	-6	86*
CCCCN(C(=O)c1cc2c(s1)CCC2)c1c(N)n(CC(C)C)c(=O)[nH]c1=O	-5	-11	3	1	-1.0	3	0	11	-1	-14
COc1ccccc1C(C)NC(=O)CCOc1cccc(C)c1 (stereo not given)	0	12	6	7	3.8	-2	-5	-12	-4	-8
COc1cc(NC(=O)CN2CCCCCC2)cc(OC)c1	-1	·	16	-2	-0.5	-3	6	·	-3	-1
CC(C)CC(c1nnnn1C(C)C)N1CCN(c2ccccc2)CC1 (stereo not given)	·	3	-2	-15	1.2	-2	5	-3	4	-5
CCC(=O)N1CCc2cc(S(=O)(=O)NCCCN(CC)Cc3ccccc3)ccc21	·	-6	3	-20	-0.8	-1	2	6	-15	2
O=C(CN1C(=O)S/C(=C/c2cc(Br)cs2)C1=O)N1CCOCC1	0	-8	-1	-11	-0.1	3	2	8	-2	13
O=NC1=C(c2c(O)[nH]c3ccccc23)CCCC1	0	-9	1	-15	-2.3	7	0	9	3	-2
COc1ccc[nH]c1=O	1	-11	13	-7	-1.5	-2	10	11	2	-6
CCOC(=O)C1CCN(C(=O)CN2C(=O)c3cccnc3Oc3ccccc32)CC1	-2	-3	-12	0	0.8	1	-5	3	1	-8
O=C(O)c1ccc(Cl)c(S(=O)(=O)N2CCCCCC2)c1	4	-46	0	-13	-2.1	-1	-4	46	-2	-7
Cn1c(=O)[nH]c(=O)c2c1nc(NCCCO)n2CCOc1ccccc1	1	-10	-3	-15	0.5	-5	6	10	-6	-8
CCOc1cc(N2CCOCC2)c(OCC)cc1NC(=O)COC(=O)c1ccc(Cl)cc1N	-21	52	-10	1	1.3	1	-4	-52	0	-22
CCCCN=C1C([N+](=O)[O-])=CC=C2C1=NC1(CCCCC1)N2O	·	15	10	4	1.8	3	-3	-15	2	2
O=C(Nc1cccc(Cl)c1)Nc1nnc(CC2=CCCCC2)s1	2	20	-2	-12	-2.9	-2	-1	-20	-5	-16
COc1cc2sc(-c3ccc(S(C)(=O)=O)cc3)c(C#CCO)c2cc1OC	-5	1	1	-3	3.3	2	-14	-1	-5	0
O=c1[nH]c2ccc(S(=O)(=O)Nc3ccc(Br)cc3)cc2[nH]1	-2	·	-4	-13	3.3	5	8	·	3	-2
CCC1CN(C(=O)NCc2ccc(F)cc2)c2cc(C)ccc2O1 (stereo not given)	1	18	-10	-13	1.7	-3	-3	-18	-6	-10
CN(Cc1ccc(F)cc1)C(=O)CCc1nnc(-c2ccccc2)o1	6	4	-11	-5	0.3	7	4	-4	3	57
Clc1cccc(CNCC2CCCO2)c1Cl (stereo not given)	1	-14	-8	-14	0.0	0	4	14	-3	6
C=CCC[C@@H](Cc1ccc(F)cc1)C(=O)OC[C@@H](Cc1c[nH]c2ccccc12)NC(=O)[C@@H](CC=C)CC(=O)N[C@H](CO)Cc1ccccc1	-11	30	3	-10	-0.6	-8	0	-30	-5	11
O=C(c1ccc(COc2c(F)c(F)cc(F)c2F)o1)N1CCN(c2ccc(Cl)cc2)CC1	·	36	1	-5	0.1	14	-3	-36	-8	-12
CCn1c(CCNC(=O)c2ccc(OC)cc2)nnc1SCc1ccc(Cl)cc1Cl	·	6	-9	-7	-3.0	-1	2	-6	-11	-14
C[C@H](NC(=O)[C@@H]1Cc2ccccc2CN1C(=O)OC(C)(C)C)C(=O)NC1CCCCC1	-1	-2	-7	-3	0.3	6	-1	2	-13	7
CC(C)NC(=O)N(C)C[C@H]1Oc2ccc(NC(=O)Cc3ccccc3)cc2C(=O)N([C@H](C)CO)C[C@@H]1C	0	2	1	-3	-5.6	-3	0	-2	-6	-3
O=C1CC(Nc2ccc(N3CCOCC3)cc2)C(=O)N1c1ccccc1 (stereo not given)	·	15	2	2	2.1	2	-4	-15	-6	-9
O=C(CC(c1ccccc1)c1ccccc1)Nc1ncn[nH]1	·	6	4	0	0.3	0	-2	-6	-7	10
Cc1c(/C=N/NC(=O)c2cccnc2)c2ccccc2n1Cc1ccccc1	-14	66	1	-8	-1.8	·	·	-66	-13	-22
CC(C)c1ccc(CN2CCN(C(=O)CSc3nnnn3C3CC3)CC2)cc1	0	-4	6	-1	-1.0	-1	3	4	-5	-1
O=C(NCc1ccccc1F)C1CCCN(C(=O)Nc2ccccc2)C1 (stereo not given)	0	-3	1	-4	-1.7	2	2	3	-8	7
CN(C(=O)c1cccc(NC(=O)Cc2ccc(NC(=O)C3CCN(S(=O)(=O)c4cccc([N+](=O)[O-])c4)CC3)cc2)c1)C1CCCCC1	-3	13	1	-13	1.2	3	0	-13	3	-4
Cc1csc(=O)n1CCC(=O)OCc1nnc(-c2ccccc2)o1	1	-8	-2	-10	0.7	-10	-4	8	-1	12
CCc1cc2c(=O)[nH]c(-c3ccncc3)nc2s1	-1	-26	5	-12	2.5	-4	-3	26	-6	8

Further entries follow:
SMILES	Wnt act	SR-BI HDL uptake	Rtt109 HAT inh	PvdQ acylase	CDK5 inh	HTR5A ag	cardiac RTF act	SR-BI DiI-HDL act	dFosB activator	MITF TRPM1 HTS
CCCCN(C)C(=O)Cn1nc(-c2ccc(Cl)cc2)ccc1=O	0	-8	-14	-8	1.9	-4	0	8	-4	-1
CC(=O)c1cccc(NC(=O)NCCc2c[nH]c3ccccc23)c1	-2	-13	-9	-8	-1.2	-1	-4	13	-11	22
CCS(=O)(=O)N1CCC(C(=O)Nc2ccc3c(c2)CCC3)CC1	5	-8	-2	-4	2.1	2	3	8	-1	14
COc1ccc(C)cc1N(CC(=O)Nc1ccc(S(=O)(=O)N2CCCC2)cc1)S(C)(=O)=O	-2	-7	-4	-3	0.3	5	-2	7	-10	6
O=C(NCCS(=O)(=O)N1CCN(c2ccccc2F)CC1)c1cc(=O)c2ccccc2o1	-3	-18	2	-10	2.4	1	-2	18	-6	1
CN(C)S(=O)(=O)c1cccc(NC(=O)c2cccc(N3C(=O)CCC3=O)c2)c1	-2	12	0	-11	1.8	4	6	-12	-8	-4
COc1ccc(OC)c(S(=O)(=O)NCCOC23CC4CC(CC(C4)C2)C3)c1	-4	4	1	12	0.5	-1	-3	-4	2	-3
CCOc1cc(C(=O)Nc2ccc(C)cc2C)ccc1OCC(=O)N1CCCCC1	-1	47	-9	8	1.4	1	1	-47	-6	1

2 entries from above, with each value named:
Clc1ccc(OCc2cn3cccnc3n2)c2ncccc12
  Wnt act: · | SR-BI HDL uptake: · | Rtt109 HAT inh: -3 | PvdQ acylase: -2 | CDK5 inh: -0.9 | HTR5A ag: 7 | cardiac RTF act: -5 | SR-BI DiI-HDL act: · | dFosB activator: -17 | MITF TRPM1 HTS: 35

O=C(OCC(=O)N1CCN(C(=O)COC(=O)c2ccccc2NCCO)CC1)c1ccccc1NCCO
  Wnt act: 1 | SR-BI HDL uptake: 66 | Rtt109 HAT inh: -66 | PvdQ acylase: -33 | CDK5 inh: 0.0 | HTR5A ag: -1 | cardiac RTF act: 5 | SR-BI DiI-HDL act: -66 | dFosB activator: -9 | MITF TRPM1 HTS: 12

This is a random part of the collection; any-hit rate near 4.4%.
